# High-throughput results (PubChem BioAssay)
# HEK293 viab = GF-AFC viability counterscreen for inhibitors of alpha-synuclein gene (SNCA) expression; 0.12% of 150,000 active; Potency, µM (series often up to 57.1 µM), for the others: top-dose activity change, negative = cytotoxicity, most hits filed as cytotoxic; HEK-293-SNCA-luc viability, GF-AFC fluorescence, 24 h;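 note: potency is the fitted concentration of half-maximal effect; 0% = DMSO-treated cells and -100% = medium-only wells without cells; nearly all actives have a fitted effect of over 30% in size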
#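 HEK-293-SNCA-luc cells (1500/well) plated 24 h, then exposed 24 h to a dilution series; GF-AFC added 30 min at 37C, fluorescence 405/540 nm; normalised to medium-only and DMSO wells, Hill fit.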
# Luciferase inh = Firefly luciferase inhibition profiling of diverse chemical library using quantitative high-throughput screening. purified P. pyralis luciferase, luminescence, biochemical. Potency, µM (top dose mostly 115 µM), for the others: at the highest dose activity change, negative = inhibition, usual class: inhibitors. 2.5% of 76,000 active; note: potency is the fitted concentration of half-maximal effect; nearly all actives have a fitted effect of over 65% in size
# Target sequence (P08659 whole entry, looked up): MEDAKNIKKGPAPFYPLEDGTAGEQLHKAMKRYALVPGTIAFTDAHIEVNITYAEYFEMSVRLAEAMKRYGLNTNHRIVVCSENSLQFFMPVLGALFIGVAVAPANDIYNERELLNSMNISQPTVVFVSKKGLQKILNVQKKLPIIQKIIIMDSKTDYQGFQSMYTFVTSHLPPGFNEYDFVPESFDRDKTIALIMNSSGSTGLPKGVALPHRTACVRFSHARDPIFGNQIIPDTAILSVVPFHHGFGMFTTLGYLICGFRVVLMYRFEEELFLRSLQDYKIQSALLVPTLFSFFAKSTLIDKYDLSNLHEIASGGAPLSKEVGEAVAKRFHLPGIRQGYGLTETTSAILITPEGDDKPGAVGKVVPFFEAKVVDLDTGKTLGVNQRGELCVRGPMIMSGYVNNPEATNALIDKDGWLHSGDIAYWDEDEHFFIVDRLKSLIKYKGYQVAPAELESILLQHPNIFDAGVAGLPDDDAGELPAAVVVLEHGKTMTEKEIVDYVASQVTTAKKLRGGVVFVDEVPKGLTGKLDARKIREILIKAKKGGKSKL
#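 Inhibitors were tested against purified firefly luciferase in a biochemical, low-substrate format (both substrates at 10uM) and luminescence measured with a CCD imager.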
# SNCA expr inh = Primary qHTS assay for inhibitors of alpha-synuclein gene (SNCA) expression; 0.17% of 140,000 active; HEK-293 SNCA-luciferase knock-in, luminescence, 24 h; Potency, µM (titrated, usually from 57.2 µM), for the others: top-dose activity change, negative = inhibition, hits mostly inhibitors; AID 1671194, 2021;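 note: potency is the fitted concentration of half-maximal effect; plate controls were DMSO cells for no effect and cell-free wells for full effect; nearly all actives have a fitted effect of over 45% in size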
# GPT2 inhibitor = Primary qHTS assay for inhibitors of Glutamate pyruvate transaminase 2 (GPT2). 0.25% of 100,000 active. Alanine aminotransferase 2 (Homo sapiens), Q8TD30. Potency, µM (doses to about 57.7 µM), for the others: at the top dose activity change, negative = inhibition, usual class: inhibitors. Recombinant GPT2, coupled pyruvate oxidase/HRP Amplex Red fluorescence. AID 1671188, 2021; note: potency is the fitted concentration of half-maximal effect; nearly all actives have a fitted effect of over 60% in size; many of its hits are not listed in these tables
#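 Inhibition is scored from Amplex Red fluorescence generated when pyruvate oxidase and HRP act on pyruvate released by GPT2. Reactions contain 10ng/uL enzyme, 250uM a-KG and 2mM L-alanine and run 30 min at room temperature.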
# IP6K1 inhibitor = Primary qHTS assay for small molecule inhibitors of Inositol hexaphosphate kinase 1 (IP6K1). Inositol hexakisphosphate kinase 1 (Homo sapiens), Q92551. activity change, % (series mostly up to about 58 µM). 0.81% of 140,000 active. IP6K1 kinase, ADP-Glo luminescence, 2 h; stronger effect = lower value; in the data active = activity change below about -25%
# Target sequence (Q92551 whole entry, looked up): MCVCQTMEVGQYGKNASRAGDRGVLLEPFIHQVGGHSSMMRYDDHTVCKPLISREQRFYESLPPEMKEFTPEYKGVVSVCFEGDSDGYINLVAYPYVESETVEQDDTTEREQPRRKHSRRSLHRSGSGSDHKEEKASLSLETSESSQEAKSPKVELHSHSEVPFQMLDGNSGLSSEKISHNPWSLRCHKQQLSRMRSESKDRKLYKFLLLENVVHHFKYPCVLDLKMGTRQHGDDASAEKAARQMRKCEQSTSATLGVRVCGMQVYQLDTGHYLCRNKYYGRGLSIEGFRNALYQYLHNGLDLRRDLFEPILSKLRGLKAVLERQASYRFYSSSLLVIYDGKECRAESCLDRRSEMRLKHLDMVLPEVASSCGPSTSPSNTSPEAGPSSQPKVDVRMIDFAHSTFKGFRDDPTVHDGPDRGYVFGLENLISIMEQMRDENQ
#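 ADP-Glo luminescence measures ADP made by human IP6K1 during a 2 h RT reaction with ATP/IP6 (mix at 1.3 mM/130 uM); top library doses 57.5 and 19.1 uM final.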
# NIH3T3 tox = Cytotoxic Profiling in NIH 3T3 Cell Line of Diverse Libraries Using Quantitative High-Throughput Screening; NIH 3T3 viability, CellTiter-Glo ATP luminescence, 48-72 h; Potency, µM (titrated, usually from 96.7 µM), without a hit: top-dose activity change, negative = cytotoxicity, usual class: inhibitors; 4.3% of 94,000 active; AID 1345082, 2018; note: potency is the fitted concentration of half-maximal effect; nearly all actives have a fitted effect of over 55% in size
#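 Cytotoxicity is measured as loss of cellular ATP: NIH 3T3 cells (400/well) are exposed to compound for 48 or 72 hr at 37 °C, then CellTiter-Glo luminescence is imaged after 10 min at room temperature.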
# HEK293 tox = Cytotoxic Profiling in HEK 293 Cell Line of Diverse Libraries Using Quantitative High-Throughput Screening; 6.6% of 94,000 active; HEK 293 viability, ATP luminescence (CellTiter-Glo), 48-72 h; Potency, µM (doses to about 115 µM), for the others: at the top dose activity change, negative = cytotoxicity, hits mostly inhibitors; AID 1345083, 2018; note: potency is the fitted concentration of half-maximal effect; nearly all actives have a fitted effect of over 60% in size
#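 CellTiter-Glo luminescence (cellular ATP) was read after 48 or 72 hr of compound exposure at 37 degree Celsius. Cells were HEK 293 plated at 250 cells/well.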
# An asterisk follows results filed as active; i = inactive; ? = inconclusive; / = not tested or not shown; [ ] = dose if it differs, or a comment. Unless noted, calls come from the whole dose curve; as a rule, active = well fitted curve in the direction sought with a large enough effect; inconclusive = small, poorly fitted or top-dose-only effect, or another doubt; inactive = no such curve, though single readings can be large; an effect the other way counts as inactive or inconclusive. Unless noted, % is set by controls: 0 for no effect and ±100 for the full control effect. An excerpt (hit frequency here may not be typical).
Structure	HEK293 viab	Luciferase inh	SNCA expr inh	GPT2 inhibitor	IP6K1 inhibitor	NIH3T3 tox	HEK293 tox
CCN(CC)CCNC(=O)c1ccc(CSc2nc3ccncc3n2Cc2cccc(F)c2)cc1	5%	/	30%[activator]	/	-3	/	/
Cc1cnn(CC(=O)N2CCC3(CC2)CN(c2ncccn2)CC3CO)c1 (centres undefined)	-2%	-14%	-19%	i	4	-9%	i
CN(C)C(=O)c1cccnc1OC1CCN(C(=O)c2ccccc2)C1 (centres undefined)	6%	-9%	11%	i	-5	-6%	-4%
CCNC(=O)N(C1CC1)C1CCOC2(CCN(C(=O)CCc3ccc(OC)cc3)CC2)C1 (centres undefined)	10%	-10%	6%	i	-12	-13%	-5%
O=C(c1ccc2cc[nH]c2c1)N1CCCC(Cc2noc(-c3ccccn3)n2)C1 (centres undefined)	-28%	-11%	9%	i	0	-14%	-26%
Cc1ccc(C2=NC3(CCN(C(=O)c4ccoc4)CC3)ON2)cc1	4%	32µM*	35%[activator]	-4%	15	-5%	-2%
CCc1nccn1CCC(=O)N[C@H]1CN(C(=O)COC)C[C@@H]1C1CC1	11%	9%	22%	-6%	6	3%	i
O=C(NCCc1ccccc1)N1CCCC(Cn2c(C3CC3)nc3cccnc32)C1 (centres undefined)	1%	-3%	-22%	i	-1	?	-24%
COCC(=O)N[C@H](C)c1onc(C)c1C(=O)O	2%[87.6 µM]	-6%[230 µM]	-4%[87.6 µM]	-12%[88.5 µM]	27	-12%[174 µM]	4%[230 µM]
COc1ccc(C)cc1NC(=O)C1CCN(C(=O)c2ncn3c2COC(c2ccc(F)cc2)C3)CC1 (centres undefined)	-9%	7.1µM*	10%	i	-15	-9%	-13%

# (continued)
Structure	HEK293 viab	Luciferase inh	SNCA expr inh	GPT2 inhibitor	IP6K1 inhibitor	NIH3T3 tox	HEK293 tox
CN1CCN(C(=O)c2cc(-c3ccc(C(F)(F)F)cc3)nc3c2cnn3C)CC1	/	/	/	/	5	?	?
O=c1c2c3c(sc2nnn1Cc1ccc(F)cc1)CCCC3	5%	/	2%	/	-3	/	/
CCOc1ccccc1NC(=O)Cn1c(=O)n(Cc2ccc(OC)cc2)c(=O)c2oc3ccccc3c21	-1%	/	4%	/	-7	/	/
NC/C=C\C(=O)O	5%	/	-8%	i	/	/	/
COc1ccccc1CC(=O)N1CCCc2ncc(C(=O)Nc3ccccc3)cc21	-19%[87.6 µM]	?	-6%[87.6 µM]	-5%[88.5 µM]	6	-23%[138 µM]	?
Cc1nc2ccc(C(=O)N3CCC(OCc4cccnc4)CC3)cc2nc1C	-6%	10%	0%	1%	-3	-2%	2%
COC(=O)C1=C(C)N=C2SC=C(CC(=O)NCc3ccccc3F)N2C1c1cccc(OC)c1 (centres undefined)	8%	-7%	-18%	i	14	?	?
Cn1ncc2c(C(=O)NCCc3ccc(F)cc3)cc(-c3ccc([S+](C)(=O)[O-])cc3)nc21	12%	/	-3%	i	-7	-6%	-3%
CC(C)Cn1cc(NC(=O)N2CCN(c3ccc(F)cc3)CC2)c2ccccc2c1=O	-9%	/	-2%	/	7	/	/
O=C(CCCCn1c(=O)c2ccccc2n(CC(=O)Nc2ccc(F)cc2F)c1=O)NCCc1ccccc1	7%	/	-6%	/	-4	/	/

# 12 structures from above, sorted by heavy-atom count, rising:
Structure	HEK293 viab	Luciferase inh	SNCA expr inh	GPT2 inhibitor	IP6K1 inhibitor	NIH3T3 tox	HEK293 tox
NC/C=C\C(=O)O	5%	/	-8%	i	/	/	/
COCC(=O)N[C@H](C)c1onc(C)c1C(=O)O	2%[87.6 µM]	-6%[230 µM]	-4%[87.6 µM]	-12%[88.5 µM]	27	-12%[174 µM]	4%[230 µM]
O=c1c2c3c(sc2nnn1Cc1ccc(F)cc1)CCCC3	5%	/	2%	/	-3	/	/
Cc1ccc(C2=NC3(CCN(C(=O)c4ccoc4)CC3)ON2)cc1	4%	32µM*	35%[activator]	-4%	15	-5%	-2%
CCc1nccn1CCC(=O)N[C@H]1CN(C(=O)COC)C[C@@H]1C1CC1	11%	9%	22%	-6%	6	3%	i
Cc1nc2ccc(C(=O)N3CCC(OCc4cccnc4)CC3)cc2nc1C	-6%	10%	0%	1%	-3	-2%	2%
CN1CCN(C(=O)c2cc(-c3ccc(C(F)(F)F)cc3)nc3c2cnn3C)CC1	/	/	/	/	5	?	?
O=C(NCCc1ccccc1)N1CCCC(Cn2c(C3CC3)nc3cccnc32)C1 (centres undefined)	1%	-3%	-22%	i	-1	?	-24%
CC(C)Cn1cc(NC(=O)N2CCN(c3ccc(F)cc3)CC2)c2ccccc2c1=O	-9%	/	-2%	/	7	/	/
COC(=O)C1=C(C)N=C2SC=C(CC(=O)NCc3ccccc3F)N2C1c1cccc(OC)c1 (centres undefined)	8%	-7%	-18%	i	14	?	?
COc1ccc(C)cc1NC(=O)C1CCN(C(=O)c2ncn3c2COC(c2ccc(F)cc2)C3)CC1 (centres undefined)	-9%	7.1µM*	10%	i	-15	-9%	-13%
CCOc1ccccc1NC(=O)Cn1c(=O)n(Cc2ccc(OC)cc2)c(=O)c2oc3ccccc3c21	-1%	/	4%	/	-7	/	/

# Following part
Structure	HEK293 viab	Luciferase inh	SNCA expr inh	GPT2 inhibitor	IP6K1 inhibitor	NIH3T3 tox	HEK293 tox
CCCCn1c(=O)c(C(=O)NCc2cccc(Cl)c2)nc2cccnc21	6%	/	11%	i	17	35µM*	?
O=C(Nc1nnc(S(=O)(=O)N2CCCCCC2)s1)c1ccc(Br)cc1	1%	/	-8%	/	11	/	/
CC1CCC(NC(=O)c2ccc3c(c2)N(Cc2ccccc2F)C(=O)c2ccccc2S3(=O)=O)CC1 (centres undefined)	2%	/	50%[activator]	/	15	/	/
CC1(CNCc2ccccc2)COc2ccc(C(=O)Nc3cccnc3)cc2N1 (centres undefined)	-28%[87.6 µM]	-14%[172 µM]	12%[87.6 µM]	-5%[88.5 µM]	-1	?	?
CC1=C[C@@H](CNC(=O)c2ccncc2)[C@H](C(C)C)C[C@H]1CC(=O)N1CCCC1	-18%[87.6 µM]	?	22%[87.6 µM]	-6%[88.5 µM]	5	-21%[138 µM]	-19%[172 µM]
COc1ccccc1-c1ccc2ncn(-c3ccc(F)cc3F)c(=O)c2n1	1%[87.6 µM]	-27%[172 µM]	25%[87.6 µM]	1%[88.5 µM]	0	?	?
CNC(=O)c1ccc2c(c1)C1(CCN(CC3CC3)C1)CN2Cc1ccccc1 (centres undefined)	3%[87.6 µM]	7%[172 µM]	14%[87.6 µM]	1%[88.5 µM]	-3	?	100µM*
CC(C)N1C[C@H](O)C[C@H]1c1nnc2n1CCN(C(=O)c1cccs1)C2	1%[12.5 µM]	0%	?	-1%	-1	1%	i
NC(=O)[C@H](CC1CCCCC1)NC(=O)[C@H]1CN(C(=O)C2CCNCC2)CCN1C(=O)C1CCNCC1	5%	0%	7%	-1%	7	0%	-7%
O=C(c1ccsc1)N1CCC2(CC1)NC(=O)N(Cc1cccc(Cl)c1)C2=O	10%	2%	-6%	-1%	-7	28µM*	?

# (next part)
Structure	HEK293 viab	Luciferase inh	SNCA expr inh	GPT2 inhibitor	IP6K1 inhibitor	NIH3T3 tox	HEK293 tox
O=C(Nc1cccc(C(F)(F)F)c1)c1nc2c(o1)CCN(Cc1ccccc1)CC2	-3%[87.6 µM]	-24%[172 µM]	-8%[87.6 µM]	?	5	?	?
Cc1cccc(NC(=O)CSc2nc(-c3ccccc3Cl)nc3c2Cc2c(CO)cnc(C)c2O3)c1C	-17%	/	-6%	/	-14	/	/
COc1cccc(N2CCN(C(=O)c3ccc4c(c3)N(C)C3CCCCCN3C4=O)CC2)c1 (centres undefined)	-14%[12.5 µM]	4%	4%	i	-13	-27%	50µM*
CC(C)NC(=O)N1CCC2(CC1)C(=O)NCN2C(=O)Cc1ccc(O)cc1	-8%	/	4%	-2%	4	-9%	0%
CC(C)=CC(=O)N1CC[C@H](NC(=O)NC(C)C)[C@H]1C(=O)N[C@H](Cc1c[nH]c2ccccc12)C(N)=O	8%	-2%	34%[activator]	?	10	3%	-4%
C=CCNC(=O)CN1CC2CC(C1)[C@H]1CCCC(=O)N1C2 (some centres undefined)	11%	-6%	-13%	i	16	-3%	-11%
Cc1ccccc1CN1CCN2C(=O)N(C3CCCCC3)C[C@H]2C1	-1%[87.6 µM]	-17%[172 µM]	10%[87.6 µM]	-17%[88.5 µM]	2	?	?
COc1ccc(CCC(=O)N2CCC3(CC2)CC(C(=O)N2CCOCC2)N(C)C3)cc1 (centres undefined)	6%	-1%	-8%	-6%	-5	i	3%
Cc1nc(-c2cccc(F)c2)sc1CCNC(=O)C(=O)Nc1ccc2c(c1)OCO2	-1%	/	-6%	/	6	/	/
Cn1cc(CN2C[C@H](C(=O)Nc3ccn(C)n3)C[C@@H]2c2cccc(C(F)(F)F)c2)cn1	-4%[87.6 µM]	-3%[172 µM]	4%[87.6 µM]	-6%[88.5 µM]	8	-25%[138 µM]	?

# (next part)
Structure	HEK293 viab	Luciferase inh	SNCA expr inh	GPT2 inhibitor	IP6K1 inhibitor	NIH3T3 tox	HEK293 tox
CCOC(=O)N1CCC(NCc2cccnc2Oc2ccccc2C)CC1	-2%	10%	3%	i	-14	-5%	-23%
COc1ccc(NC(=O)Nc2ccc(C)n(CC(=O)N3CCCC(C)C3)c2=O)cc1 (centres undefined)	-7%	7.1µM*	38%[activator]	4%	-4	-29%	-16%
CC(=O)c1ccc(NC(=O)O[C@@H]2CO[C@H]3[C@@H]2OC[C@@H]3NC(=O)NC2CCCCC2)cc1	-6%[87.6 µM]	1%[172 µM]	6%[87.6 µM]	3%[88.5 µM]	19	-7%[138 µM]	-5%[172 µM]
Cc1nc(C2CCCN(C(=O)C3(C(N)=O)CC3)C2)cc(N2CCCC2)n1 (centres undefined)	-7%	9%	-19%	-11%[11.5 µM]	-14	-6%	-3%
COc1cccc(-c2cn3c(n2)sc2cc(C(=O)NC4CCCCCC4)ccc23)c1	-11%	/	132%[activator]	/	-16	/	/
Cc1cn2nnc(C(=O)N3CCC(C(=O)Nc4cccc(C(C)C)c4)CC3)c2c(=O)[nH]1	8%	-3%	3%	i	14	i	-6%
CC(C)CC(=O)N1CCC2(C1)C(=O)N(C)c1ccccc12 (centres undefined)	2%	-7%	11%	2%	31	4%	11%
